Screening data as filed in PubChem.
NCI-60 one-dose screen, 48 h, at 10 µM unless noted. Numbers give growth in % (100 = growth as untreated, 0 = no growth, -100 = all killed).
UACC-257 – UACC-257 melanoma. actives 4.4% (n = 78,000)
BT-549 – BT-549 breast cancer; actives 4.4% (n = 78,000); AID 1794793
MCF7 – MCF7 breast cancer | actives 6.3% (n = 82,000) | AID 1794796
HS 578T – HS 578T breast cancer. actives 4.1% (n = 78,000). AID 1794788
T-47D – T-47D breast cancer | actives 5% (n = 79,000) | AID 1794792
MALME-3M – MALME-3M melanoma. actives 5.8% (n = 78,000)
UACC-62 – UACC-62 melanoma | actives 5.4% (n = 81,000)
LOX IMVI – LOX IMVI melanoma | AID 1794757 | actives 7.4% (n = 79,000)
* = called active by the depositor; . = not tested or not shown; & = joins results of further samples; [ ] = another dose, or the depositor's remark. Rule for the calls: active = growth percent below 10; inactive = the rest. Outcome played no part in choosing rows. About 11% of those tested had a hit in this group.

SMILES	UACC-257	BT-549	MCF7	HS 578T	T-47D	MALME-3M	UACC-62	LOX IMVI
COc1ccc([C@@H]2c3[nH]c4ccccc4c3C[C@H]3C(=O)N(C4CCN(CC5CCCCC5)CC4)CC(=O)N23)c(OC)c1	85	80	43	69	101	96	94	54
CC1(C)CCC(=O)OC1=O	103	125	95	122	94	101	106	103
O=S(=O)(OCCOS(=O)(=O)c1ccc(Cl)cc1)c1ccc(Cl)cc1	108	99	76	89	.	93	88	88
CC(C)=CCc1cc2c(cc1O)C1=C(C(=O)C3=C(C1=O)S(=O)(=O)CCN3)C(C=C(C)C)O2 (stereo unspecified)	.	-74*	-51*	11	-2.6*	-96*	-32*	-66*
CCOC(=O)/C=C1\S/C(=N\Nc2ccc([N+](=O)[O-])cc2[N+](=O)[O-])N(Cc2ccccc2)C1=O	90	109	73	84	56	93	74	86
N#Cc1c(F)cccc1N1CCSCC1	97	93	92	72	.	88	78	94
Cc1ccc(S(=O)(=O)n2cnc(NS(=O)(=O)c3cc(C)c(Cl)cc3SCc3ccccc3)n2)cc1	106	113	96	81	187	118	85	86
Cc1cnc([C@]23CC[C@@H](C)[C@H](C)[C@H]2C2=CC[C@@H]4[C@@]5(C)Cc6c([nH]c7ccccc67)C(C)(C)[C@@H]5CC[C@@]4(C)[C@]2(C)CC3)o1	61[100 µM]	46[100 µM]	47[100 µM]	70[100 µM]	58[100 µM]	59[100 µM]	24[100 µM]	17[100 µM]
CN1CC(c2ccc(Br)cc2)C2(SC(=O)N(/N=C/c3ccc(Br)cc3)C2=O)C12C(=O)Nc1ccccc12 (stereo unspecified)	111	95	96	78	97	100	90	86
CCCCCCc1cc(N=Nc2ccc(S(=O)(=O)Nc3nnc(C)s3)cc2)c(O)cc1O	96	89	94	105	98	92	107	92
CC(=O)CCc1ccccc1	105	72	100	100	120	70	95	107
NC(CO)(CO)CO	107&116	106&93	99&108	.	123&108	86	99&108	104&112
N#CC(=O)Nc1ccc(Cl)c(Cl)c1	72	80	55	94	44	76	45	.
Cc1cc(C)c2c(N)c(-c3nc4ccc(Cl)cc4o3)sc2n1	101	139	75	98	.	103	90	95
CC(=O)CC(=O)NCc1ccc2c(c1)OCO2	100	107	90	97	97	103	102	102
Cc1ccc2c(c1)C(=O)/C(=C/c1cccc(OCC(=O)c3ccc(Cl)cc3)c1)CS2	120	101	47	100	85	96	76	75
CC(=O)OC[C@H]1OC(Sc2sc(C(=O)c3ccc(Cl)cc3)c(N)c2-c2nc3ccccc3s2)[C@H](OC(C)=O)[C@@H](OC(C)=O)[C@H]1OC(C)=O (stereo partly specified)	102	91	90	85	67	97	60	94
CC(C)(C)N(Cc1ccccc1)Cc1ccccc1	108	102	100	99	103	110	105	102
O=C(/C=C(/C=C/c1ccc2[nH]ccc2c1)OB(F)F)/C=C/c1ccc2[nH]ccc2c1	43	-28*	13	31	6.2*	31	-22*	-64*
C=CCC1CCCC/C1=C(\C#N)c1ccccc1 (stereo unspecified)	101	90	103	92	104	111	87	93

Arranged by formula weight (descending): four of the compounds above
SMILES	UACC-257	BT-549	MCF7	HS 578T	T-47D	MALME-3M	UACC-62	LOX IMVI
Cc1cnc([C@]23CC[C@@H](C)[C@H](C)[C@H]2C2=CC[C@@H]4[C@@]5(C)Cc6c([nH]c7ccccc67)C(C)(C)[C@@H]5CC[C@@]4(C)[C@]2(C)CC3)o1	61[100 µM]	46[100 µM]	47[100 µM]	70[100 µM]	58[100 µM]	59[100 µM]	24[100 µM]	17[100 µM]
O=S(=O)(OCCOS(=O)(=O)c1ccc(Cl)cc1)c1ccc(Cl)cc1	108	99	76	89	.	93	88	88
O=C(/C=C(/C=C/c1ccc2[nH]ccc2c1)OB(F)F)/C=C/c1ccc2[nH]ccc2c1	43	-28*	13	31	6.2*	31	-22*	-64*
CC(=O)CC(=O)NCc1ccc2c(c1)OCO2	100	107	90	97	97	103	102	102

Quoted at random: 3 compounds from above
SMILES	UACC-257	BT-549	MCF7	HS 578T	T-47D	MALME-3M	UACC-62	LOX IMVI
Cc1ccc(S(=O)(=O)n2cnc(NS(=O)(=O)c3cc(C)c(Cl)cc3SCc3ccccc3)n2)cc1	106	113	96	81	187	118	85	86
CC(=O)OC[C@H]1OC(Sc2sc(C(=O)c3ccc(Cl)cc3)c(N)c2-c2nc3ccccc3s2)[C@H](OC(C)=O)[C@@H](OC(C)=O)[C@H]1OC(C)=O (stereo partly specified)	102	91	90	85	67	97	60	94
Cc1ccc2c(c1)C(=O)/C(=C/c1cccc(OCC(=O)c3ccc(Cl)cc3)c1)CS2	120	101	47	100	85	96	76	75

Next part.
SMILES	UACC-257	BT-549	MCF7	HS 578T	T-47D	MALME-3M	UACC-62	LOX IMVI
C#Cc1c2c(c(OC)c3c1OCO3)[C@H]([C@H]1OC(=O)c3c1ccc(OC)c3OC)N(C)CC2	83	90	56	99	87	70	76	80
COc1cc(/C=N/NC(=O)Cn2nnc3ccccc32)ccc1O	95	103	84	76	98	102	88	94
COc1ccc(C2CC(=O)c3c(nc4ccc(Cl)cc4c3N)C2)cc1 (stereo unspecified)	113	102	96	115	109	106	100	.
CC(=O)Nc1ccc(C(=O)c2ccc(S(=O)(=O)Nc3ccccc3)cc2)cc1	70	.	85	127	99	99	83	92
Cc1nc2ccc(Nc3nc(NCCN4CCOCC4)nc(Nc4ccc(F)cc4)n3)cc2n1Cc1ccccc1	-65*	50	34	41	53	-42*	-25*	5.7*
O=C1CCC(=O)O1	103	103	96	116	93	100	106	95
O=C(CSc1nnc2n(Cc3ccccc3)c(=O)c3c4c(sc3n12)CCCC4)N1CCOCC1	.	105	97	100	91	100	97	98
COc1cccc(C(=O)O)c1	104	100	102	102	110	107	99	99
COc1ccc(/C=C(\C#N)n2nnc3ccc(Cl)cc32)cc1	76	68	19	74	51	80	62	57
CC(C)(C)OC(=O)c1ccc(NCc2cc(O)ccc2O)cc1	-6.3*	-18*	29	31	-67*	-40*	8.8*	24
Cn1ncc2c(C(=O)c3ccc(F)cc3)nc(C(C)(C)C)nc21	94	98	94	97	102	90	98	96
N#Cc1nnn(-c2ccc(S(N)(=O)=O)cc2)c1NC(=O)CCl	89	97	91	0.1*	95	102	97	95
Cc1cc(Nc2ncnc3ccccc23)n[nH]1	96	109	100	118	108	103	103	112
O=C(Nc1cc(Cl)ccc1Cl)N1CCN(C(=O)Nc2cc(Cl)ccc2Cl)CC1	104	104	101	.	102	159	101	97
Cc1ccc(S(=O)(=O)/N=C2\NNC(C)(c3ccccc3O)N2C(Cc2c[nH]c3ccccc23)C(=O)O)cc1 (stereo unspecified)	89	96	91	86	63	94	87	86
CC1=CN2C(c3cccc([N+](=O)[O-])c3)=NON(c3ccc(C)cn3)C2C=C1 (stereo unspecified)	101	75&101	88&97	86&107	93	78&88	93&101	81&90
Nc1ccc2ccccc2c1Cl	107	71	83	108	63	97	50	88
COc1ccc(-c2ccc(NC(=O)Nc3cccc(C(F)(F)F)c3)c(C)n2)cc1	61	66	41	89	27	91	64	48
CCC1(c2ccccc2)C(=O)Nc2ccc(F)cc21 (stereo unspecified)	104	98	95	108	110	113	90	105
N=C(N)c1ccc(CNC[C@@H]2CN(c3ccc(N4CCC(C(=O)O)CC4)cc3)C(=O)O2)cc1	103	99	99	109	92	93	94	97
CSC1=Nc2c(c(C)c(C)n2CCCC(=O)N(C(=O)NC2CCCCC2)C2CCCCC2)C2=NC(=O)CN12	112	110	109	107	87	100	92	97
O=C(Nc1ccccc1)Nc1ccc(NC(=O)c2cc(=O)[nH]c3ccccc23)cc1	103	83	93	91	70	79	92	95
COc1ccc(-c2nc(C#N)c(NCC(c3ccc(Cl)cc3)N3CCCCC3)o2)cc1 (stereo unspecified)	109	106	81	97	95	91	90	94
CCOC(=O)C1=C(C(=O)c2ccc(OC)cc2)C(c2c(Cl)cccc2Cl)C(C(=O)c2ccc(OC)cc2)=C(C(=O)OCC)N1	111	106	97	71	.	94	97	100
COc1ccc([C@@H](C[C@H](C)CO)c2cc3ccccc3o2)cc1	.	100	90	116	72	95	86	94
COc1ccc(/C=C2\N=C(c3ccccc3)OC2=O)cc1	85	100	94	108	75	110	102	100
Nc1ccc(-c2nc3cc(Oc4ccc(Oc5ccc6[nH]c(-c7ccc(N)cc7)nc6c5)cc4)ccc3[nH]2)cc1	96	105	85	108	77	81	59	99
CC(C)CNC(=O)c1c(N)n(CCc2ccccc2F)c2nc3ccccc3nc12	106	102	101	111	80	122	89	93
COC(=O)C1C(O)C(C)C(O)C(C)C=C(C)C2=C3C(=C(C)C(=O)c4c(O)c(c(C)c(OC(C)=O)c43)NC(=O)C(C)=C/C=C\C(C)C(O)C(C)C1O)OCO2 (stereo unspecified)	118	.	103	116	117	126	103	102
O=c1cc(O)nc[nH]1	97	94	100	112	104	111	104	103
Cn1c2cc3c(oc-2nc1=N)-c1ccccc1OC3O (stereo unspecified)	93	105	88	121	93	108	96	96
O=C(Nc1cnc(C(F)(F)F)cn1)c1cc(Cl)ccc1O	-21*	-21*	6.5*	8.5*	-13*	-19*	-5.6*	6.5*
O=[N+]([O-])c1ccc(/C=N/NCc2nc(Cl)c3ccccc3n2)cc1	104	124	87	99	87	102	94	94
CN1[C@@H](CCc2ccc(OCCF)cc2)CCC[C@H]1CCc1ccc(OCCF)cc1	.	96	90	113	67	103	.	91
Cc1cnc(/C=N\NC(N)=S)c2cccc(N)c12	-31*	.	9.3*	69	9.8*	.	-16*	6.9*
CSc1ccc2c(c1)N(C(=O)/C(C#N)=C/c1ccc(N(C)C)cc1)c1ccccc1S2	89	103	86	90	85	89	90	99
c1ccc2[nH]c(CCCCc3nc4ccccc4[nH]3)nc2c1	.	89	107	105	104	116	104	93
NC1=NCCO1	93	.	95	.	101	108	110	104
OC1(Cc2ccccc2)CCNCC1	96	110	92	112	107	107	96	103
CC(=O)Nc1nc(C)c(-c2n[nH]c(=S)n2-c2ccccc2)s1	108	107	94	100	102	104	100	93
CN(C)c1ccc(-c2nc3ccc(N)cc3[nH]2)cc1	92	92	65	94	77	94	54	91
C[Se]C(=O)CC1=C2C=C(F)C=CC2/C(=C\c2ccc(S(C)=O)cc2)C1C (stereo unspecified)	-21*	-90*	15	2.3*	49	-69*	31	-68*
N=C(N)c1ccc(-c2ccc(F)cc2)cn1	102	99	93	97	95	98	98	.
Cc1ncc(-c2cc3ccccc3o2)c(NC2CCCCCC2)n1	124	102	93	108	88	123	102	100
O=C1c2cc3c(cc2-c2c1c1cc(F)c(F)cc1c(=O)n2C[C@H](O)CO)OCO3	-37*	0.8*	3.9*	42	-9.5*	-21*	-48*	-45*
C[C@@H](C[C@H](CCO)c1ccc2c(c1)OCCO2)c1ccc2ccccc2c1	91	102	91	92	84	81	80	90
O=C(O)c1ccc(Br)o1	.	109	97	102	100	110	125	103
CCOC(=O)c1c(C)nn(-c2ccc(F)cc2)c1NC(=S)Nc1ccccc1	95	97	97	102	99	112	95	102
COc1cccc(-c2nn(C(C)(C)C)cc2-c2ccnc(NCCNS(=O)(=O)c3ccc(C(F)(F)F)cc3)c2)c1	104	100	95	100	95	104	100	99
CCCCCOC(=O)c1ccc(NC(=O)CN(CC)CC)cc1	97	73	91	89	82	104	90	97
CCN1C(=O)N(CC)C2C1NN=c1s/c(=C3\C(=O)N(CC(C)(C)C)c4ccccc43)c(=O)n12 (stereo unspecified)	71	22	20	19	58	71	36	39
CCCCCCCCCCCCCCCCCC(=O)OCC1OC(n2cnc3c(=S)nc[nH]c32)C(OC(=O)CCCCCCCCCCCCCCCCC)C1OC(=O)CCCCCCCCCCCCCCCCC (stereo unspecified)	114	98	99	157	98	102	98	89

Whole records, looked up by structure. Screens in order: UACC-257, BT-549, MCF7, HS 578T, T-47D, MALME-3M, UACC-62, LOX IMVI
`O=S(=O)(OCCOS(=O)(=O)c1ccc(Cl)cc1)c1ccc(Cl)cc1` as listed: 108, 99, 76, 89, ., 93, 88, 88
`CC(C)(C)OC(=O)c1ccc(NCc2cc(O)ccc2O)cc1` as listed: -6.3*, -18*, 29, 31, -67*, -40*, 8.8*, 24
`O=[N+]([O-])c1ccc(/C=N/NCc2nc(Cl)c3ccccc3n2)cc1` as listed: 104, 124, 87, 99, 87, 102, 94, 94
`CN1CC(c2ccc(Br)cc2)C2(SC(=O)N(/N=C/c3ccc(Br)cc3)C2=O)C12C(=O)Nc1ccccc12` (stereo unspecified) as listed: 111, 95, 96, 78, 97, 100, 90, 86
`CCOC(=O)/C=C1\S/C(=N\Nc2ccc([N+](=O)[O-])cc2[N+](=O)[O-])N(Cc2ccccc2)C1=O` as listed: 90, 109, 73, 84, 56, 93, 74, 86
